CD40 NFkB inh – CD40 pathway inhibition in BL2 cells; BL2 NF-kB luciferase reporter, CD40L-induced, 4 h; inhibition, % at 10 µM; 0.94% of 83,000 active; AID 1053188;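 active = mean inhibition of at least 50% with a set share of replicates also reaching that level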;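 also: 0% = neutral control wells and 100% = IKK inhibitor VII at 50 µM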
* marks the source's active call; other numbers are inactive results; & = joins results of further samples; [ ] = dose if it differs, or a comment. Some of the compounds tested, so the mix of outcomes need not match the whole.

A first look, 4 compounds:
SMILES	CD40 NFkB inh
O=C(c1ccc2ncsc2c1)N1CCCC(C(F)(F)F)C1 (configuration not stated)	-4
COC(=O)c1ccc(Cc2ccc(C(=O)OC)o2)o1	4
Cc1ccc([N+](=O)[O-])cc1S(=O)(=O)Nc1ccc(-c2ccc(N3CCCC3)nn2)cc1	2
O=C(CCCc1c[nH]c2ccccc12)Nc1ccc2ccccc2c1	-33

The whole of this part, from the first entry:
SMILES	CD40 NFkB inh
O=C(c1ccc2ncsc2c1)N1CCCC(C(F)(F)F)C1 (configuration not stated)	-4
COC(=O)c1ccc(Cc2ccc(C(=O)OC)o2)o1	4
Cc1ccc([N+](=O)[O-])cc1S(=O)(=O)Nc1ccc(-c2ccc(N3CCCC3)nn2)cc1	2
O=C(CCCc1c[nH]c2ccccc12)Nc1ccc2ccccc2c1	-33
CN(CC(=O)Nc1cccc(F)c1)C(=O)c1ccc(N2CCCC2)c([N+](=O)[O-])c1	-2
C[C@H]1CN([C@@H](C)CO)C(=O)c2ccccc2-c2ccccc2CO[C@@H]1CN(C)S(=O)(=O)c1cccc(F)c1	-8
CCCN(CCC)C(=O)Cc1ccc(F)cc1	8
NS(=O)(=O)c1cc2c(cc1C(F)(F)F)NCNS2(=O)=O	-2
O=C(c1ccccc1)N1CCN(C(=O)c2ccc3c(c2)OCO3)CC1	2
CC(C)NC(=O)N1[C@H](CO)[C@@H](c2ccccc2)[C@@H]1CNC(=O)CN(C)C	6
COCC(C)N=C1NN=C(c2cccs2)C(CC(=O)O)S1 (configuration not stated)	-3
COc1ccc(NC(=O)N2C[C@@H]3[C@H](c4ccccc42)[C@H](CO)N3C(=O)C2CC2)cc1	-18[25 µM]
COc1ccc(NC(=O)c2cccnc2N2CCCCC2)cc1	-1
O=C(OCc1nc2ccccc2s1)c1cccs1	-89
O=C(C[C@H]1C=C[C@H](NC(=O)c2ccncc2)[C@@H](CO)O1)NCC1CC1	2[25 µM]

More entries:
SMILES	CD40 NFkB inh
COc1ccc(OC)c2c1C(=O)CC2C (configuration not stated)	16
Cc1cc(C(=O)O)ccc1[N+](=O)[O-]	-2
CC(=O)Nc1cc2c(cc1Cl)Cc1cc(Cl)ccc1-2	-6
CCOC(=O)c1sc(Nc2ccc(OCC)cc2)nc1C	-10
N#Cc1ccc(-c2ccc([C@H]3[C@H]4CN(C(=O)Nc5ccc(F)cc5)CCCCN4[C@H]3CO)cc2)cc1	23[25 µM]
CC(=O)N1CCC(C(=O)OCc2ccccc2F)(c2ccccc2)CC1	-60
CC(=O)Nc1ccc(NC(=O)C(C)Sc2nc3ccccc3c(=O)n2CC2CCCO2)cc1 (configuration not stated)	-4
O=C(Nc1cc2c3c(c1)CC(=O)N3CCC2)c1ccco1	8
COc1cccc(C(=O)Nc2ccccc2C(=O)NCC2CCCO2)c1 (configuration not stated)	2
O=C(c1cnccn1)N(Cc1cccs1)C1(C(=O)NC2CCCCC2)CCCCC1	13
CCOC(=O)N(C)C[C@@H]1OCc2cn(nn2)CCCC(=O)N([C@@H](C)CO)C[C@@H]1C	-5
CNC[C@H]1Oc2ccc(NS(=O)(=O)c3ccc(OC)cc3)cc2C(=O)N([C@@H](C)CO)C[C@H]1C	8[25 µM]
CC1(C)Cc2cccc(OCC(=O)Nc3ccc(S(N)(=O)=O)cc3)c2O1	6
CO[C@H]1CC[C@@H]2CCOc3c(C#N)cccc3C(=O)N(C)C[C@@H](OC)[C@@H](C)C(=O)N(C)C[C@@H]1O2	0[25 µM]
COc1ccc(NC(=O)N(C)C[C@@H]2OCc3ccccc3-c3c(n(C)c4ccccc34)C(=O)N([C@H](C)CO)C[C@H]2C)cc1	7

Continued.
SMILES	CD40 NFkB inh
O=C(C[C@@H]1C[C@@H]2c3cc(NC(=O)C4CCOCC4)ccc3O[C@@H]2[C@H](CO)O1)NCc1cccnc1	-6[25 µM]
O=C(c1cc(-c2ccco2)nc2ccccc12)N(Cc1nnc(-c2ccc(Cl)cc2)o1)C1CC1	51*
COC(=O)c1c(NC(=S)NN2CCN(C)CC2)sc2c1CCC(C)C2 (configuration not stated)	13
CCN(CC)Cc1cc(C(C)=O)ccc1O	3
CCCNC(=O)NC(=O)c1cnccc1C(F)(F)F	18
COc1ccc(NC(=O)CSc2nnc(Cc3ccc(C)cc3)c(=O)n2N)cc1	0
COc1cccc(C(=O)Nc2ccc(NC(=O)C3CC3)nc2)c1	-22
CCOC(=O)Cn1c(=O)c2c(nc(Br)n2CC(=O)OCC)n(C)c1=O	8
COC(=O)C[C@H]1CC[C@H](N)[C@@H](CO)O1	-10[25 µM]
CCc1ccc(NC(=O)N[C@H](C(=O)O)C(C)CC)cc1 (some centres not stated)	2
O=C(CSc1nnc(NC2CC2)s1)NN1C(=O)NC2(CCCCC2)C1=O	14
Cc1ccccc1-c1ccc([C@H]2[C@H]3CN(S(=O)(=O)c4ccc(F)cc4)CCCCN3[C@H]2CO)cc1	16[25 µM]
Cc1noc(C)c1COc1cccc(C(=O)NCCc2c[nH]c3ccccc23)c1	3
O=C(Nc1cccc(S(=O)(=O)N2CCCC2)c1)c1ccncc1	15
C[C@H](NC(=O)[C@H]1[C@H](CO)[C@H]2Cn3c(cccc3=O)[C@H]2N1CC1CCCC1)c1ccccc1	4

New compounds follow
SMILES	CD40 NFkB inh
CS(=O)(=O)N1CCCCN2[C@H](CO)[C@@H](c3ccc(Br)cc3)[C@H]2C1	-5[25 µM]
COc1ccc(S(=O)(=O)NCCc2ccncc2)cc1	4
Cc1noc(C)c1S(=O)(=O)N(C)C[C@H]1OCc2ccccc2-c2c(n(C)c3ccccc23)C(=O)N([C@@H](C)CO)C[C@@H]1C	32[25 µM]
Cc1ccc(S(=O)(=O)N2CCCN(C(C)c3nc4ccccc4c(=O)[nH]3)CC2)cc1 (configuration not stated)	10
COc1ccc2oc(C(=O)NCC(c3ccco3)N(C)C)c(C)c2c1 (configuration not stated)	1
Cc1nn(C)c(C)c1S(=O)(=O)N1CCC(C(=O)Nc2ccc3c(c2)OCCO3)CC1	20
Cc1cc(C)n2nc(C(=O)Nc3ccn(Cc4ccccc4C)n3)cc2n1	4
CCCNC(=O)N1CC(=O)N2[C@H](CO)[C@H](c3ccc(-c4ccc(F)cc4)cc3)[C@@H]2C1	0[25 µM]
CC(C)NC(=O)NC[C@H]1[C@H](c2ccccc2)[C@H](CO)N1C(=O)c1ccccc1	-1[25 µM]
Cn1c(CCC(N)=O)nnc1SCC(=O)Nc1cc(S(=O)(=O)N2CCCC2)ccc1Cl	3
CN(C(=O)c1cc(S(=O)(=O)N2CCOCC2)cs1)c1ccccc1	6
COC(=O)c1ccc(OCC(=O)Nc2nn(-c3ccccc3)nc2C(N)=O)cc1	-8
O=C(O)CCCNC(=O)c1cncc(O)c1	6
CCC(=O)N1CCCCN2[C@H](C1)[C@@H](c1ccc(-c3cccc(C(=O)N(C)C)c3)cc1)[C@@H]2CO	-5[25 µM]
Cn1c(SCC(=O)Nc2nccs2)nnc1-c1cccnc1	10

(continued)
SMILES	CD40 NFkB inh
O=S(=O)(Nc1ccccn1)c1ccc(Oc2ccccc2)cc1	2
O=C(NC(Cc1ccccc1)C(=O)NC(Cc1ccccc1)C(=O)O)c1ccccc1 (configuration not stated)	1
COc1ccccc1C1(CC(=O)N2CCCCC2)CCOC(C(C)C)C1 (configuration not stated)	13&5
CCCc1c(C(=O)N/N=C(\C)CCc2ccccc2)nnn1-c1nonc1N	10
CCOC(=O)Cc1sc(N)nc1C	9
CC(C)[C@H](NC(=O)CCn1nnc2ccccc2c1=O)C(=O)O	11
COCC(C)n1c(C)cc(C(=O)COC(=O)c2oc3ccccc3c2C)c1C (configuration not stated)	-16
Cc1cc(C(=O)Cn2nc(C(=O)O)c3ccccc3c2=O)c(C)n1CC(F)(F)F	-72
C[C@@H](NC(=O)C[C@H]1C[C@@H]2c3cc(N(C)C)ccc3O[C@@H]2[C@@H](CO)O1)c1ccccc1	-1[25 µM]
Cc1ccc(-c2nnc(NC(=O)CCS(=O)(=O)c3ccccc3)o2)c(C)c1	8
Cc1ccc2nc(-c3ccc(NS(C)(=O)=O)cc3)cc(-c3ccccc3)c2c1	19
CCN(CC(=O)Nc1ccc2c(c1)OCCO2)C(=O)C1CC(=O)N(c2ccc(OC)cc2OC)C1 (configuration not stated)	-3
O=C(Nc1cccc(-n2cnnn2)c1)c1ccncc1	2
COC(=O)N(C)C[C@H]1OCc2ccccc2-c2c(n(C)c3ccccc23)C(=O)N([C@@H](C)CO)C[C@@H]1C	-12
CCc1ccc(C(=O)C(C)OC(=O)CN2C(=O)NC3(CCCC3)C2=O)cc1 (configuration not stated)	-8

By substructure, those above with bromine
SMILES	CD40 NFkB inh
CCOC(=O)Cn1c(=O)c2c(nc(Br)n2CC(=O)OCC)n(C)c1=O	8
CS(=O)(=O)N1CCCCN2[C@H](CO)[C@@H](c3ccc(Br)cc3)[C@H]2C1	-5[25 µM]

Additional records
SMILES	CD40 NFkB inh
C[C@H]1CN([C@@H](C)CO)C(=O)c2cccc(NS(=O)(=O)c3cn(C)cn3)c2O[C@@H]1CN(C)C(=O)Nc1ccc(F)cc1	-6[25 µM]
CN1[C@@H]2c3ccc(C4=CCCC4)c(=O)n3C[C@H]1[C@H](CO)[C@H]2C(=O)N1CCOCC1	-1[25 µM]
CCOC(=O)N1CCN(C(=O)CCNS(=O)(=O)c2ccc(C)c(C)c2)CC1	11
CSc1ccccc1OCc1cc(C(=O)NCC(C)Oc2cccnc2)no1 (configuration not stated)	-50
COc1ccccc1CNC(=O)COc1ccccc1C(=O)c1cnn(-c2ccccc2)c1	-105
C[C@@H]1CN([C@@H](C)CO)C(=O)c2cc(N(C)C)ccc2O[C@H]1CN(C)C(=O)Nc1cccc2ccccc12	-4[25 µM]
CC(=O)c1ccc(S(=O)(=O)NCCOc2ccccc2)cc1	5
CO[C@H]1CN(C)C(=O)c2ccc(NC(=O)Nc3c(C)noc3C)cc2OC[C@@H](C)N(CCC(F)(F)F)C[C@@H]1C	7[25 µM]
CC1(Cc2cccc(C(N)=O)c2)C(=O)Nc2c(Cl)cccc21 (configuration not stated)	0
CC1(C)Cc2ccccc2-c2nc(CN3CCOCC3)[nH]c(=O)c21	2
Cc1cccc(C(=O)NCC(=O)OCc2nnc(-c3ccccc3)o2)c1	-20
CCS(=O)(=O)N1[C@H](C#N)[C@H](c2ccc(C#Cc3ccccc3F)cc2)[C@@H]1CO	-14[25 µM]
CCC(CC)C(=O)Nc1cc(C(=O)OC)ccc1C(=O)OC	-9
Cc1noc(C)c1NC(=O)N(C)C[C@@H]1Oc2ccc(NC(=O)CCCN(C)C)cc2C(=O)N([C@@H](C)CO)C[C@H]1C	5[25 µM]
CCC(C)(C)NC(=O)CN(C(=O)C(=O)Nc1ccc2c(c1)OCCO2)C(C)(C)CC	0

(more compounds)
SMILES	CD40 NFkB inh
CCCC#Cc1ccc2c(c1)[C@@H]1[C@@H](CCN1C(=O)C1CCCCC1)[C@@H](CO)N2	3[25 µM]
O=C(O)[C@@H]1[C@@H](CO)[C@@H]2Cn3c(ccc(-c4cccc(F)c4)c3=O)[C@@H]2N1C(=O)c1ccccn1	0[25 µM]
COc1ccc(/C=N/NC(=O)C2CC2)c(OC)c1OC	1
O=c1[nH]c2c(oc3ccccc32)c(=O)n1Cc1ccccc1	2
COc1ccc(CC(=O)Oc2ccc(C(C)C)cc2)cc1S(=O)(=O)N1CCOCC1	-12
C[C@@H]1CN(C(=O)c2ccc(OC3CCN(S(=O)(=O)N(C)C)CC3)cc2)C[C@H](C)O1	9
COc1cccc(CNC(=O)C[C@H]2CC[C@@H]3[C@H](COc4ccc(NS(=O)(=O)c5ccccc5F)cc4C(=O)N3C)O2)c1	-2[25 µM]
CC(=O)Nc1cc(-c2cccc(C(=O)N(C)C)c2)cn2c(-c3cccc(C(F)(F)F)c3)cnc12	-36
CN1CCN(C(=O)C[C@@H]2C[C@H]3c4cc(NS(C)(=O)=O)ccc4O[C@H]3[C@H](CO)O2)CC1	2[25 µM]
CCOc1ccc(OCCNC(=O)C(NC(=O)c2c(F)cccc2F)C(C)C)cc1 (configuration not stated)	-7
CNC(=O)COC(=O)CNC(=O)c1cc(Cl)cc([N+](=O)[O-])c1	3
O=C(CNC(=O)c1ccco1)NCCCc1ccccc1	11
CC(=O)c1ccc(NC2OC(C)C(O)C(O)C2O)cc1 (configuration not stated)	6
O=C(Nc1nccs1)c1ccc(Br)o1	-44
CCN(CC1COc2ccccc2O1)C(=O)CN1C(=O)NC(C)(c2ccccc2)C1=O (configuration not stated)	6

New compounds follow:
SMILES	CD40 NFkB inh
COc1ccc(/C=N/OCC(=O)Nc2ccc3c(c2)OCO3)c(OC)c1	-8
CCC1(C)NC(=O)N(CC(=O)c2cc(C)n(C3CC3)c2C)C1=O (configuration not stated)	1
COc1cc(C)nc(N(C)C(C)=O)n1	2
COCCCNC(=O)c1c(N)n(/N=C/c2cccnc2)c2nc3ccccc3nc12	10
Cc1ccc(S(=O)(=O)CCC(=O)NCCC2=CCCCC2)cc1	48*
COc1ccc(C2C(C(=O)Nc3cccc(C)n3)c3ccccc3C(=O)N2C)cc1 (configuration not stated)	0
O=C(c1ccc(=O)[nH]n1)N1CCN(S(=O)(=O)c2ccccc2F)CC1	6
C[C@@H]1CCn2cc(nn2)COC[C@H](Cc2ccccc2)NC1=O	0[25 µM]
CNc1nnc(SCC(=O)c2cc(C)n(C3CC3)c2C)s1	-44
COc1ccc(NC(=O)CSCC(=O)N(C)Cc2c(F)cccc2Cl)cc1	0
O=C1c2ccccc2NC(c2ccccc2)N1CCCN1CCOCC1 (configuration not stated)	-6
O=C(N1CCCCCC1)N1CCN(C(=O)N2CCOCC2)CC1	1
CC1CC(C)CN(c2ccc([N+](=O)[O-])nc2)C1 (configuration not stated)	-2
